Screens deposited in PubChem BioAssay by National Center for Advancing Translational Sciences (NCATS).
MBNL1 CUG block: qHTS Assay for Inhibitors of MBNL1-poly(CUG) RNA binding; Muscleblind-like protein 1 (Homo sapiens), Q9NR56; TR-FRET MBNL1-His/biotin-(CUG)12 binding, 665/545 ratio; Potency, µM (highest dose often 57.5 µM), for the others: at the top dose activity change, negative = inhibition, actives largely listed as inhibitors; actives 0.036% (n = 280,000); AID 2675, 2010; active = well fitted inhibition curve with a large enough effect in the signal ratio, with a control signal flat, not every such curve was filed as active; inconclusive = small, poorly fitted or top-dose-only effect, or effect the other way, or a change in a side signal; inactive = no such curve, though single readings can be large or run the other way; the % refers to the signal ratio; also: potency is read from the fitted curve at half-maximal effect; % is scaled to controls: 0 for no effect and ±100 for the full control effect
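MBNL1-His + Biotin-(CUG)12, cpd titration 92 nM–58 uM; Tb anti-His Ab 0.055 ng/ul, SA-XL665 5 nM (final); 60 min RT; ratiometric 665/545 nm, Ex 340 nm; normalized to buffer and full-complex controls.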
Mito fusion act: qHTS Assay for Small Molecule Inhibitors of Mitochondrial Division or Activators of Mitochondrial Fusion; S. cerevisiae fusion-defective mutant growth rescue, CellTiterGlo 48 h; Potency, µM (highest dose often 46.1 µM), inactives show top-dose growth rescue (activation), most hits filed as activators; actives 0.23% (n = 320,000);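 also: potency is read from the fitted curve at half-maximal effect; % of control where 0% means no effect; nearly all actives have a fitted effect of over 45% in size; temperature-sensitive fusion mutants such as fzo1-1 at 37 °C on non-fermentable ethanol glycerol medium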
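S. cerevisiae fusion-defective temperature-sensitive mutants (e.g. fzo1-1, mgm1-5) grown 48 h at 37C in YPEG (ethanol/glycerol non-fermentable) medium with 23 nl compound per well; growth rescue read as CellTiterGlo luminescence.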
TSHR antag: Antagonists of the Thyroid Stimulating Hormone Receptor: HTS campaign; activity change, negative = inhibition, % at 11.5 µM; TSHR-expressing cells, TSH-stimulated cAMP HTRF, 2 h; active compounds read low; Thyrotropin receptor (Homo sapiens), P16473; actives 0.2% (n = 330,000); AID 504810, 2011;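 active = activity change below a set negative limit, meaning inhibition stronger than a set level, cut at about -70% in these data; inconclusive = activity change between two set negative limits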; also: % is scaled to controls: 0 for no effect and ±100 for the full control effect
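Read-out is FRET at 665 nm (cryptate excitation 337 nm) from a cryptate-tagged anti-cAMP antibody, competed by cell cAMP against cAMP-d2. Compounds are tested on freshly harvested TSHR cells challenged with 4nM TSH (EC80) for 2 hours at 37 deg C.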
ASM inhibitor: Inhibitors of Secretory Acid Sphingomyelinase (S-ASM): qHTS. Sphingomyelin phosphodiesterase (Homo sapiens), P17405. placental ASM, HMU-PC fluorogenic substrate, 60 min. Potency, µM (highest dose often 57.5 µM), for the others: at the highest dose activity change, negative = inhibition, most hits filed as inhibitors. actives 0.006% (n = 340,000). AID 504937, 2011; also: potency is read from the fitted curve at half-maximal effect
Target sequence (P17405 47-631 limits assumed): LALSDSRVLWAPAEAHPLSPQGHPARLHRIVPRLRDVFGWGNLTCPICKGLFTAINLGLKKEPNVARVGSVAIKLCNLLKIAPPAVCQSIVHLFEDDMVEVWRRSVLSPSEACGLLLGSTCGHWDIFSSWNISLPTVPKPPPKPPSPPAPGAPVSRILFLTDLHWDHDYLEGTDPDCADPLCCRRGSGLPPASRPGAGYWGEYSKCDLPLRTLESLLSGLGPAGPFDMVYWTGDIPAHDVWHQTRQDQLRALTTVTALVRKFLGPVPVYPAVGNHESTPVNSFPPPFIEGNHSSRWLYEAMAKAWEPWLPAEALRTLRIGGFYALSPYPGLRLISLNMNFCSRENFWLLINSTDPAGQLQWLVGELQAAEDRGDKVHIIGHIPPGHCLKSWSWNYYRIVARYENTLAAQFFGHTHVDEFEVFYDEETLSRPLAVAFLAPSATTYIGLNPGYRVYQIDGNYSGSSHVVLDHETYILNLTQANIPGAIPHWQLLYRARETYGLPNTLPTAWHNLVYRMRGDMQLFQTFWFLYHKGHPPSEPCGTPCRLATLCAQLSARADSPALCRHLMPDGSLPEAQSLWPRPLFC
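Fluorescence read-out (Ex 386 nm, Em 447 nm) after stopping the reaction at pH 10. Enzyme: ASM from human placenta; substrate HMU-PC0, 9 uM final; 60 min, 37 °C. Compound preincubation 10 min, ambient temperature.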
Integrin act MD: qHTS for Activators of Integrin-Mediated Alleviation for Muscular Dystrophy; alpha7betagal myoblasts, beta-gal FDG fluorescence, 48 h; Potency, µM (top dose mostly 38.3 µM), for inactives: at the highest dose activation, hits mostly activators; actives 0.064% (n = 350,000); AID 624291, 2012;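 also: potency is read from the fitted curve at half-maximal effect; 100% = response of the positive control SU9516; nearly all actives have a fitted effect of over 60% in size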
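alpha7betagal+/- myoblasts (passage 13, 250/well) treated 48 h at 37C with compounds at 1:260 dilution of DMSO stock. Lysed, then beta-galactosidase activity read as FDG fluorescence (ex 480/em 540) after 30 min, with pre-read for autofluorescence.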
PTAP TSG101 blk: qHTS Assay for Iinhibitors of HIV-1 Budding by Blocking the Interaction of PTAP/TSG101; AID 493005, 2010; Fluorescence polarization, FITC-PTAP peptide / Tsg101 binding; Potency, µM (highest dose often 115 µM), inactives show top-dose activity change, negative = inhibition, most hits filed as inhibitors; Tumor susceptibility gene 101 protein (Homo sapiens), Q99816; 340,000 tested, under 10 active; active = well fitted inhibition curve with a large enough effect in the main read-out, with a control signal flat, not every such curve was filed as active; inconclusive = small, poorly fitted or top-dose-only effect, or effect the other way, or a change in a side signal; inactive = no such curve, though single readings can be large or run the other way; also: potency is read from the fitted curve at half-maximal effect; % of control where 0% means no effect
Target sequence (Q99816 whole entry, looked up): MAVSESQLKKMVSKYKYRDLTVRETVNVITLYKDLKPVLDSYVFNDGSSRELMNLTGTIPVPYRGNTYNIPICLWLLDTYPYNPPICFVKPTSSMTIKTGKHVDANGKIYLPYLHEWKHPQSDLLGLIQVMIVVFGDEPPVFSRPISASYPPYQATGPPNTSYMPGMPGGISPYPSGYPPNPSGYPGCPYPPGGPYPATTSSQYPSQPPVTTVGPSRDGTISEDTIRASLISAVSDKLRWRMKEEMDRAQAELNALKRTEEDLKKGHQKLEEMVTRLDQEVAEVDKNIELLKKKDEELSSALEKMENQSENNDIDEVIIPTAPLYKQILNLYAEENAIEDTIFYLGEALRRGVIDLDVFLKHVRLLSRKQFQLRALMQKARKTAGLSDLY
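FP read-out: FITC-PTAP peptide, 50 nM final, binding Tsg101 binding domain, 10 uM final; 20 min, r.t.; 10 mM HEPES pH 7.5, 0.15 M NaCl, 0.01% Tween 20, 3 mM EDTA, 0.1 mM TCEP.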
AT treatment: qHTS Assay for Identifying a Potential Treatment of Ataxia-Telangiectasia. […] A-T fibroblasts, KAP-1 phosphorylation AlphaLISA; neocarzinostatin DNA damage 30 min before lysis. Potency, µM (highest dose often 57.5 µM), without a hit: at the top dose activation, usual class: activators. actives 0.19% (n = 320,000). AID 485349, 2010; also: potency is read from the fitted curve at half-maximal effect; % of control where 0% means no effect; nearly all actives have a fitted effect of over 45% in size
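hTERT-immortalized A-T patient fibroblasts ([…]), 500 cells/well in OPTI-MEM, 1% FBS, got compounds for 60 min, then NCS for 30 min at 37C. Lysates were then assayed for phospho-KAP-1 by AlphaLISA (anti-pKAP1 donor, anti-KAP1 acceptor beads), 6 hr at 25C.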
Menin MLL FP TR: qHTS Assay for Inhibitors Targeting the Menin-MLL Interaction in MLL Related Leukemias: Competition With Texas Red Labeled MLL-derived Mutant Peptide. O00255. Menin + Texas Red MLL mutant peptide, fluorescence polarization. Potency, µM (titrated, usually from 61.6 µM), for inactives: at the top dose FP activity change, negative = inhibition, most hits filed as inhibitors. actives 0.23% (n = 270,000). AID 1768, 2009; active = well fitted inhibition curve with a large enough effect in the polarisation, with a control signal flat, not every such curve was filed as active; inconclusive = small, poorly fitted or top-dose-only effect, or effect the other way, or a change in a side signal; inactive = no such curve, though single readings can be large or run the other way; the % refers to the polarisation; also: potency is read from the fitted curve at half-maximal effect; % of control where 0% means no effect; many of its hits are not listed in these tables
MLL CXXC-DNA inh: qHTS Fluorescence Polarization Assay for Inhibitors of MLL CXXC domain - DNA interaction. Histone-lysine N-methyltransferase 2A (Homo sapiens), Q03164. MLL-CXXC / FITC-HOXA9 DNA fluorescence polarization. Potency, µM (doses to about 115 µM), for the others: at the highest dose activity change, negative = inhibition, most hits filed as inhibitors. actives 0.037% (n = 290,000). AID 2662, 2010; active = well fitted inhibition curve with a large enough effect in the polarisation, with a control signal flat, not every such curve was filed as active; inconclusive = small, poorly fitted or top-dose-only effect, or effect the other way, or a change in a side signal; inactive = no such curve, though single readings can be large or run the other way; the % refers to the polarisation; also: potency is read from the fitted curve at half-maximal effect
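Purified MLL-CXXC (added from a 7 uM solution) was preincubated 5 min at ambient with pinned compounds in 50 mM Tris-HCl pH 7.5, 50 mM NaCl, 1 mM DTT, 0.05% BSA. Fluorescein-labeled HOX-A9 DNA (50 nM solution) followed, 30 min, then polarization read.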
TCR act: Activators of T cell receptors: qHTS campaign; primary human leukocytes, anti-CD3, IL-2 HTRF, 48 h; Potency, µM (highest dose often 9.22 µM), without a hit: at the highest dose activation of IL-2 secretion, actives largely listed as activators; 330,000 tested, under 10 active; AID 504894, 2011; also: % of control where 0% means no effect
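Primary human leukocytes receive a-CD3 beads and test compound and are incubated 48 hr. Secreted IL-2 is then assayed by HTRF, measuring 665nm acceptor emission after 320nm excitation of the europium donor.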
Starred values were filed as active, the others as inactive; ? = inconclusive; nt = no result given; [ ] = dose if it differs, or a comment. Unless noted, calls follow the shape of the dose curve; as a rule, active = well fitted curve in the direction sought with a large enough effect; inconclusive = small, poorly fitted or top-dose-only effect, or another doubt; inactive = no such curve, though single readings can be large; an effect the other way counts as inactive or inconclusive. A portion of the library; the hit share may differ from the screen's.

SMILES	MBNL1 CUG block	Mito fusion act	TSHR antag	ASM inhibitor	Integrin act MD	PTAP TSG101 blk	AT treatment	Menin MLL FP TR	MLL CXXC-DNA inh	TCR act
COc1cccc(-n2c(Cc3cc(=O)[nH]c(=O)[nH]3)nnc2SCc2cccc(C(F)(F)F)c2)c1	-7.4%	-3.5%	8.2	0.5%	0.0%	1.7%	0.1%	-19.1%	-0.7%	-6.2%
N#Cc1c(-c2ccc3c(c2)OCO3)ccn2nc(-c3cccc(C(F)(F)F)c3)nc12	96.1%[activator]	0.6%	-11.2	308.4%[activator]	4.6%[7.66 µM]	1.3%	13.8%	26.3%	31.9%[activator]	-2.6%
CCn1c(SCC(=O)N/N=C/c2ccc(C)o2)nnc1-c1ccc(C(C)(C)C)cc1	12.1%	-0.9%	-11.1	-0.7%	-25.8%	-2.8%	3.5%	-10.0%	12.2%	-3.8%[46.1 µM]
Cc1cc2c(NC(=O)CCCC(=O)O)cccc2nn1	27.5%	-0.7%	-2.4	-0.2%	21.1%	0.6%	7.6%	nt	-10.0%	-14.2%
CN1C(=O)NC(c2cccc([N+](=O)[O-])c2)C2=C1CCCC2=O (centres undefined)	13.4%	-5.3%	4.3	-3.3%	-50.6%[inhibitor]	-2.3%	2.3%	30.0%[activator]	0.3%	2.2%
CC(=O)c1cccc(N(CC(=O)Nc2ccc(S(=O)(=O)N3CCOCC3)cc2)S(C)(=O)=O)c1	-5.9%	1.2%	-14.1	-0.7%	26.2%	-3.5%	2.3%	nt	1.7%	3.9%
CC(C)(C)C(=O)C[n+]1cccc(C(N)=O)c1	-1.4%	1.9%	11.5	1.7%	21.6%	-7.3%	2.3%	14.6%	9.3%	0.4%
COc1cc(C(=O)NCCc2nc3ccccc3n2C)cc(OC)c1OC	-5.6%	-2.3%	-6.8	-1.8%	-17.1%	-1.5%	-4.1%	-21.9%	-0.3%	0.2%[46.1 µM]
CCOC(=O)CCCCC1C(CCCC(=O)OCC)C=NN1C (centres undefined)	nt	nt	nt	1.6%	18.6%	-2.6%	nt	nt	nt	6.1%
COc1cccc(-c2csc(N3CCN(C(=S)Nc4ccccc4C)CC3)n2)c1	2.7%	5.9%	-5.2	-3.9%	-34.7%	-5.0%	-0.3%[11.5 µM]	-10.2%	12.3%	6.3%
C=CCN(C(=O)c1ccc2c(c1)nnn2C)c1ccccc1	0.2%	4.1%	-0.1	-0.3%	?	0.9%	7.9%	-5.5%	0.0%	-3.2%
C/C(=N\NC(=O)C1=NNC(=O)C1C)c1cccs1 (centres undefined)	nt	-4.4%	-0.4	2.4%	7.0%	-1.0%	-0.6%	-0.9%	-1.0%	-12.1%
O=[N+]([O-])c1ccc(C2CNC(c3ccccc3)O2)cc1 (centres undefined)	36.7%[activator]	-4.0%	1.5	1.4%	-23.9%	-8.3%	1.1%	7.0%	8.2%	-0.4%[46.1 µM]
CC1(C)C(=O)Nc2ccccc2N1C(=O)COC(=O)c1cccnc1Cl	nt	nt	nt	-0.2%	4.8%	-0.8%	?	nt	nt	-2.6%
O=C(Nc1ccc2c(c1)OCCO2)c1ccc(Br)o1	-16.0%	-3.3%	22.8	8.2%	-4.5%	-4.9%	-9.4%	?	3.7%	-6.5%
CCC(C)N(C(=O)COC(=O)c1[nH]c(C)c(C(C)=O)c1C)C1CCS(=O)(=O)C1 (centres undefined)	-0.3%	0.6%	-4.9	-0.3%	8.0%	-1.9%	6.2%	0.1%	-4.7%	0.5%
Cc1nc2cc(C(F)(F)F)ccc2n1C1CCN(CC(=O)N2CCCC2)CC1	6.1%	-0.1%	0.6	6.2%	0.0%	-10.9%	-1.8%	3.8%	2.2%	-5.4%
Cc1ccc2c(c1)N(CC(=O)NC1CCCC1)C(=O)CO2	-0.1%	-1.3%	-1.8	-0.8%	-2.7%	-0.1%	17.0%	-26.6%	-0.8%	3.9%
CC(=O)c1c(N2CCOCC2)nc(=S)n(-c2cc(C)ccc2C)c1C	-3.5%	-1.6%	nt	5.1%	1.7%	-6.7%	-2.2%	-27.5%	12.7%	2.0%
O=C(NCCC1=CCCCC1)NC12CC3CC(CC(C3)C1)C2	4.8%	8.5%	-40.7	-1.7%	-1.0%	-2.8%	-5.5%	3.5%	-3.2%	-2.4%[46.1 µM]
CC(/C=N/NC(=O)c1nn(C)c(C)c1Br)=C\c1ccccc1	?	-0.6%	23.8	-4.7%	-1.3%	2.6%	5.3%	3.6%	3.8%	2.4%[46.1 µM]
C=CCOc1c(Br)cc(CNc2ccc(NC(=O)C(C)C)c(OC)c2)cc1OC	14.9%	-5.5%	-8.3	-7.7%	-28.5%	-4.1%	-2.9%	-25.2%	0.9%	4.7%
CC(C)NC(=O)Nc1ccc2c(c1)C(=O)N([C@H](C)CO)C[C@H](C)[C@@H](CN(C)C(=O)Nc1ccccc1)O2	nt	nt	2.4	0.7%	12.4%	-6.2%	2.6%	nt	nt	-1.4%
Nc1cccc2c1C(=O)N(C(=O)c1ccc(Cl)c(S(=O)(=O)N3CCCCCC3)c1)C2=O	17.9%	7.7%	6.6	110.5%[activator]	26.6%	-2.1%	4.1%	-2.8%	-12.7%	-3.5%
O=C1N[C@@H](Cc2cn(S(=O)(=O)c3ccc([N+](=O)[O-])cc3)c3ccccc23)C(=O)N[C@H]1Cc1ccccc1	nt	nt	nt	-5.3%	19.9%	-0.9%	nt	nt	nt	5.1%
CC(Nc1nc(N2CCCCC2)nc2ccccc12)c1ccccc1 (centres undefined)	-8.8%	6.2%	-16.0	185.4%[activator]	-70.0%[inhibitor]	-0.1%	nt	-12.7%	2.6%	-13.3%
O=C(O)C1C2C=CC3(CN(c4cccc(C(F)(F)F)c4)C(=O)C13)O2 (centres undefined)	-3.8%	-2.9%	16.6	-2.6%	-18.8%	0.2%	1.3%	?	-6.3%	5.8%
CCN(CC)C(=O)CCC(=O)Nc1ccc(C(=O)OC)cc1	-1.8%	3.8%	1.6	-2.9%	-1.5%	-2.2%	0.4%	-15.7%	6.7%	19.5%
O=C1C2C3CCC(C3)C2C(=O)N1CNc1ccc(F)cc1 (centres undefined)	-1.7%	-2.1%	0.7	0.4%	-9.8%	-6.9%	-5.0%	12.8%	11.1%	-3.6%
Cc1ccc(/C=C/C(=O)Nc2ccc(S(=O)(=O)Nc3onc(C)c3C)cc2)cc1	7.8%	1.1%	-15.2	-1.0%	40.9%	?	6.0%	nt	-6.2%	-3.4%
O=C(CSc1nc(-c2ccc(F)cc2)cc(C(F)(F)F)n1)NCCN1CCOCC1	-5.6%	-3.3%	-4.2	-1.4%	21.7%	-0.6%	nt	-14.1%	-3.8%	2.1%
CCCC(=O)Nc1nc(-c2ccc3c(c2)CCN3S(C)(=O)=O)cs1	-1.2%	-0.6%	-7.8	-7.0%	-16.6%	-10.9%	-1.1%	37.8%[activator]	6.1%	0.3%
CCOC(=O)c1cc(-c2cccc(C(F)(F)F)c2)nc2nc(SC)[nH]c(=O)c12	10.6%	14.4%	-11.1	28.8%	-9.2%	-6.7%	2.8%	5.8%	-23.7%	-5.0%[46.1 µM]
Cc1cccc(N(CC(=O)NC2CCCC2)C(=O)CS(=O)CC(=O)Nc2ccc3c(c2)OCO3)c1C (centres undefined)	-10.8%	0.3%	-6.7	0.2%	-27.3%	-0.6%	nt	-13.2%	0.3%	-6.5%[46.1 µM]
CC(C)c1ccc(OCCCN2CCCC2)cc1	-5.8%	-11.8%	-0.3	1.5%	-17.4%	-1.5%	0.0%	?	5.3%	4.4%
CCCN(C(=O)c1cc(S(=O)(=O)N(C)c2ccccc2OC)ccc1C)C1CCS(=O)(=O)C1 (centres undefined)	nt	nt	nt	-1.6%	12.0%	-3.1%	nt	nt	nt	-0.8%
